# FBW7 activator: human FBW7 E3 ligase activation, primary screen | Q969H0 | AlphaScreen FBW7–phospho-cyclin E peptide binding, activator screen | normalized activity (activation), % at 26.1 µM | 650,000 tested, 0.13% active | AID 1259310; in the data active means normalized activity above about 1.9%;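 further: purified mutant Fbw7 with reduced substrate affinity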
# GPR151 ag: activators of human GPR151 | Q8TDV0 | activation, % at 11.2 µM | AID 1508602 | 650,000 tested, 1% active | PathHunter beta-arrestin GPR151 cells, luminescence; in the data active means activation above about 4.9%;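 further: 0% = median of compound wells and 100% = cells with positive control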
# Target sequence (Q8TDV0 whole entry, looked up): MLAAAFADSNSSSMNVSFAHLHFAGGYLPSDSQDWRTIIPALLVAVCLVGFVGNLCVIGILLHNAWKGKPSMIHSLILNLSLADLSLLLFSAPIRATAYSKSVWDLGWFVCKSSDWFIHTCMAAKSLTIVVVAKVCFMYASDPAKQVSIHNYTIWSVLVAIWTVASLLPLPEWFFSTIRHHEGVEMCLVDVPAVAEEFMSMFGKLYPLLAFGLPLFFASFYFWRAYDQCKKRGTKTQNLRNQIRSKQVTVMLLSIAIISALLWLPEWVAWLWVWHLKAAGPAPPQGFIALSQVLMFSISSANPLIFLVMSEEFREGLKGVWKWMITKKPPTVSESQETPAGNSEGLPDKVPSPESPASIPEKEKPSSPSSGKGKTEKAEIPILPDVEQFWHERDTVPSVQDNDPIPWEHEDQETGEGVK
# MITF inh: human MITF inhibition, primary screen; O75030; AlphaScreen MITF homodimerization, bead proximity signal; inhibition, % at 2.6 µM; 650,000 tested, 0.91% active; in the data active means inhibition above about 50%;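 further: 0% = vehicle wells with protein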
# Target sequence (O75030 whole entry, looked up): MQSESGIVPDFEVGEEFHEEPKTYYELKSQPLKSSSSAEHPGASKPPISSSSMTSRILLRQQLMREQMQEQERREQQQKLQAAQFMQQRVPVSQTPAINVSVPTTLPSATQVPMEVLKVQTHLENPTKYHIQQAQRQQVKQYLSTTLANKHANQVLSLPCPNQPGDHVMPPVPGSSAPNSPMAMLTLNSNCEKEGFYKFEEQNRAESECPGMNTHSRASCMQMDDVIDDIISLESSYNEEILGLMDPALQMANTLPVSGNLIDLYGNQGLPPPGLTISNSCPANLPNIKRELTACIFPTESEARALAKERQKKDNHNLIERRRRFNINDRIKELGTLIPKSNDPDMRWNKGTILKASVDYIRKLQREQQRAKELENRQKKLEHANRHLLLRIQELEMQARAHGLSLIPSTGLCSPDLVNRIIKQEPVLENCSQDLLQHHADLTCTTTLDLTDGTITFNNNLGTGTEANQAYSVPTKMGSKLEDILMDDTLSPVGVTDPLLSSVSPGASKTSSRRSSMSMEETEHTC
# TEAD-YAP block: TEAD-YAP interaction inhibition | HEK-TIYL cells, TEAD-Gal4/YAP UAS-luciferase luminescence | inhibition, % at 9.12 µM | 640,000 tested, 1.4% active | AID 1259422; in the data active means inhibition above about 32%;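 further: 0% = median of test compound wells and 100% = reference inhibitor wells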
# * marks the source's active call; other numbers are inactive results.
Structure | FBW7 activator | TEAD-YAP block | GPR151 ag | MITF inh
COc1ccc(S(=O)(=O)NCC(=O)Nc2ccc(Oc3ccccc3)cc2)cc1OC | 0.1 | -1 | 1.8 | 2
CCCCOc1ccc(C(=O)NCC(=O)OC(C)C(=O)NC(=O)NCC)cc1 (centres undefined) | -0.1 | 2 | -0.1 | 4
CON(C)C(=O)Cn1nc(C)n2c(cc3occc32)c1=O | -0.1 | 16 | 1.3 | 4
COc1ccc(Br)cc1C1C(C#N)=C(N)Oc2cc(C)n(Cc3ccccc3)c(=O)c21 (centres undefined) | -0.2 | -8 | -1.2 | -4
CCN1CCSc2ccc(C(=O)NCc3ccccc3C)cc21 | 0.0 | -1 | -2.4 | 13
O=C(N/C(=C\c1ccccc1)C(=O)N1CCN(CCO)CC1)c1ccccc1 | 0.1 | 2 | 0.3 | 3
COc1ccc(-n2c(C)ccc2C)cc1Cl | 0.0 | 5 | 0.3 | 7
COc1cc(C2(c3ccc(O)c(OC)c3)C(=O)Nc3ccccc32)ccc1O | -0.1 | 0 | -0.8 | -6
COc1ccc(/C=C2N=C(/C=C/c3ccccc3)OC/2=O)cc1OC | 0.1 | -5 | -0.2 | 11
Cc1cc(C)c(N2C(=O)NC(=O)/C(=C\c3cccn3C)C2=O)c(C)c1 | 0.0 | 20 | 2.0 | 24
Ic1ccccc1/C=N/n1cnnc1 | 0.2 | 15 | -0.7 | 11
O=C1CN(C(=O)CC2(c3ccccc3F)CC(=O)N(C3CCCCC3)C2=O)CCN1 (centres undefined) | 0.1 | 2 | 0.5 | 6
CCC(C)NS(=O)(=O)c1ccc2c(c1)SC(C)CN2C(C)=O (centres undefined) | -0.2 | -4 | 0.1 | -8
O=c1c(=NNc2ccc(O)cc2)c(=O)c2ccccc12 | -0.1 | 4 | -1.1 | 2
CCC(=O)C1=C(c2cccc([N+](=O)[O-])c2)N(C(=O)CC)n2c(C)nnc2S1 | 0.0 | 7 | 0.6 | -10
CC(CNC(=O)c1ccc2c(c1)CC(c1nc3ccc(-c4ccnc(N)n4)cc3[nH]1)CO2)c1ccccc1 (centres undefined) | 1.9* | 41* | 0.0 | -2
COc1cccc(OC)c1CN1CCN(C2CCN(C(C)C)CC2)C(CCO)C1 (centres undefined) | 0.0 | 3 | -0.7 | -3
Cc1c(NC(=S)NC(=O)/C=C/c2ccco2)cccc1C(=O)O | -0.4 | 0 | 1.5 | 67*
Cc1cc(-c2cn[nH]c2C2CCCN(C(=O)C3CC=CCC3)C2)on1 (centres undefined) | 0.1 | 4 | -0.4 | -4
COc1ccccc1C(C)NC(=O)c1cc(=O)[nH]c2ccccc12 (centres undefined) | 0.2 | 2 | -1.3 | 2
COc1ccccc1NC(NC(=O)c1ccco1)C(=O)c1ccccc1 (centres undefined) | 0.0 | -2 | -1.3 | -1
Cc1ccnc(NS(=O)(=O)c2ccc(N3C(=O)C4CCCCC4C3=O)cc2)n1 (centres undefined) | 0.1 | 1 | 1.9 | 1
FC(F)(F)c1ccc(Cn2cnc3c(NCc4ccccc4)nc(Nc4nccc5ccccc45)nc32)cc1 | -0.1 | -1 | 2.9 | -12
Cc1ccc(C)c(CSC2=NCCN2C(=O)C2CC2)c1 | 0.2 | 1 | -1.7 | 14
COc1ccc2oc(=O)c(C(=O)NCCc3c(C)[nH]c4ccccc34)cc2c1 | 0.1 | 0 | 2.1 | 8

# Next records
Structure | FBW7 activator | TEAD-YAP block | GPR151 ag | MITF inh
COc1cccc(CC(=O)N2CCCC2c2nc3ccccc3[nH]2)c1 (centres undefined) | 0.1 | 11 | -0.9 | 16
CCCn1c(=O)c(C(=O)NCCc2ccc(OC)cc2)c(O)c2ccccc21 | -0.2 | -1 | 0.4 | -2
COc1ccccc1C(=O)CSc1nnc(-c2ccc3c(c2)OCO3)o1 | 0.8 | -3 | 1.6 | 25
COc1ccc(CCNC(=O)CCC(=O)Nc2nc(-c3cc4ccccc4oc3=O)cs2)cc1OC | -0.1 | 10 | -0.5 | 7
CCOc1cc(C2Nc3ccccc3-c3nnc(SC)nc3O2)cc(Br)c1OC (centres undefined) | 0.4 | -18 | 1.7 | 11
COc1ccc(C2NC(=O)c3[nH]nc(-c4cccc(OC)c4)c32)cc1 (centres undefined) | 0.1 | -1 | -0.1 | 3
CCN(CC)c1ccc(C(=O)N=c2sc3ccccc3n2C)cc1 | 0.2 | -4 | -0.8 | 2
CCCCC(=O)Nc1nnc(S(=O)(=O)N(C)c2ccccc2)s1 | -0.1 | 12 | 1.5 | -5
CC1=NN(c2ccc(C)cc2)C(=O)/C1=C\Nc1ccc(Oc2ccc(N/C=C3/C(=O)N(c4ccc(C)cc4)N=C3C)cc2)cc1 | 0.3 | -8 | -1.0 | 16
O=C(Nc1cc(F)c(-c2cn[nH]c2)c(F)c1)C1COc2ccccc2C1 (centres undefined) | 0.5 | -12 | 0.8 | 4
Nc1ccccc1C(=O)N1CCNC(=O)C1 | -0.1 | 9 | 0.4 | 12
CCN(CC)S(=O)(=O)c1cc(C(=O)OC)ccc1Cl | 0.7 | -4 | -1.9 | 6
CCOc1ccc(C(NC(=O)c2ccccc2)NC(=O)c2ccccc2)cc1OC | 0.0 | 2 | 2.2 | 3
Cc1ccc(C(=O)O)cc1N1C(=O)c2ccc(S(=O)(=O)c3ccc(C(=O)O)cc3)cc2C1=O | -0.2 | -6 | 0.8 | 4
NNc1nc(Nc2ccc(F)cc2)nc(N2CCCCC2)n1 | -0.7 | 9 | 0.4 | -3
COc1cc(NC(=O)C2CCN(c3ccc(NCc4cccnc4)nn3)CC2)cc(OC)c1OC | 0.1 | -2 | -0.1 | 9
O=C(CSc1ccccn1)NC1CC1 | -0.2 | 2 | 1.6 | -2
N#Cc1ccc(Cn2nc(-c3nccc4ccccc34)oc2=O)cc1 | 0.4 | 10 | 1.0 | 4
CCOC(=O)C(C)N1C(=O)S/C(=C/c2ccc(N(C)C)cc2)C1=O (centres undefined) | 0.1 | -24 | -0.7 | -5
CCOCCOC(=O)c1ccc(NC(=O)COc2cccc(Br)c2)cc1 | 0.0 | 3 | -1.0 | -7
COc1ccc(C2(CNC(=O)C(=O)Nc3ccc(C)cc3)CCOCC2)cc1 | -0.1 | -15 | -1.2 | 3
COc1ccc(CCNC(=O)C(CC(C)C)N2Cc3ccccc3C2=O)c(OC)c1OC (centres undefined) | -0.1 | 0 | 0.2 | -2
CC(C)NC(=O)CN(c1cccc(Cl)c1)S(=O)(=O)c1ccc(Cl)cc1 | -0.1 | 0 | -1.6 | 12
COc1ccccc1-c1nc(S(=O)(=O)c2ccc(Cl)cc2)c(N2CCOCC2)o1 | 0.2 | 8 | -0.1 | 12
CC1CCN(S(=O)(=O)c2cc(C(=O)Nc3cccc(C(F)(F)F)c3)ccc2F)CC1 | 0.0 | -12 | -0.5 | -5

# Additional records
Structure | FBW7 activator | TEAD-YAP block | GPR151 ag | MITF inh
O=C(c1ccc(Br)cc1)n1cccn1 | 0.1 | 13 | 1.1 | -22
O=S(=O)(NCC(c1cccs1)S(=O)(=O)c1ccc(Cl)cc1)c1cccs1 (centres undefined) | 0.6 | 6 | -0.4 | 73*
N=C1/C(=C/c2ccc3c(c2)OCO3)C(=O)N=C2SC(Cc3ccccc3)=NN12 | 0.1 | -6 | 3.0 | -10
Brc1ccc(-c2nc(N3CCN(c4ccccc4)CC3)c3ccccc3n2)cc1 | 0.2 | -16 | 0.7 | 5
CC(=O)N1NC(c2ccccc2)CC1c1ccccc1 (centres undefined) | -0.1 | -3 | 2.2 | -1
CCCCCSc1nnc(C)c(=O)[nH]1 | 0.1 | 4 | -1.4 | -6
CCCn1c(=O)c(-c2ccccc2)c(O)c2ccccc21 | 0.3 | 5 | 1.4 | 3
COc1ccc(OCC2c3cc(OC)c(OC)cc3CCN2C(=O)c2cc(OC)cc(OC)c2)cc1 (centres undefined) | 0.1 | -3 | -1.0 | 13
Cc1noc(C)c1S(=O)(=O)N1CCC(C(=O)N2CCC(C)CC2)CC1 | 0.1 | -12 | -1.1 | -13
COc1ccc(C2C(C(=O)Nc3cc(C)ccc3OC)CCC(=O)N2c2ccc(OC)cc2)cc1 (centres undefined) | -0.1 | 0 | 0.5 | -3
Cc1cccc(NC(=O)Nc2nnc(CCSCCc3nnc(NC(=O)Nc4cccc(C)c4)s3)s2)c1 | 0.0 | -6 | -0.1 | 5
COc1cccc(C(C(=O)NC(C)(C)C)N(C(=O)c2csnn2)c2ccccc2C)c1 (centres undefined) | -0.2 | -7 | 0.5 | 5
Cc1ccc(C2=N/C(=C\c3ccccc3Cl)C(=O)O2)cc1C | 0.3 | 3 | 1.9 | -5
Cc1c(OCC(=O)OC(C)C)ccc2c3c(c(=O)oc12)CCC3 | -0.1 | 4 | 1.0 | 5
COc1ccc(CNC(=O)CN2CCC(C(=O)c3ccc4c(c3)OCCO4)CC2)cc1 | -0.1 | 2 | -0.4 | 3
Cc1ccc(C(=O)N/N=C\c2ccc(OC(=O)c3cccs3)cc2)cn1 | 0.1 | -5 | 1.0 | -6
COc1ccc(NC(=O)CSc2cn(CC(=O)N3CCCCC3)c3ccccc23)cc1 | 0.0 | -4 | -0.6 | -11
CCOc1ccc(-c2oc3ccccc3c(=O)c2O)cc1 | -0.1 | -24 | -0.5 | -19
O=C1c2ccccc2C(=O)c2cc(S(=O)(=O)N3CCCC3)ccc21 | -0.1 | -6 | -0.8 | -1
CCCn1cnc2sc(C(=O)Nc3cc(C(=O)OC)cc(C(=O)OC)c3)c(C)c2c1=O | 0.1 | -4 | 1.0 | 19
CCOC(=O)c1c(NC(=O)C2C3C=CC(C3)C2C(=O)O)sc2c1CCC2 (centres undefined) | 0.0 | 19 | -0.7 | 1
O=C(NC(=S)Nc1cccc(-c2nc3ccccc3o2)c1)c1ccc(C(=O)c2ccccc2)cc1 | 0.1 | -8 | 0.7 | 11
Cc1ccc(C)c(Cn2c(CCNC(=O)CCC(C)O)nc3ccccc32)c1 (centres undefined) | -0.4 | 0 | 0.7 | 1
Cc1ccc2n1CCn1cc(-c3ccccc3)cc1-2 | -0.1 | 9 | -0.9 | 11
N#C/C(=C\c1ccc(O)cc1)C(=O)NC1CCCCC1 | 0.1 | 7 | -0.7 | 15

# 17 successive records already listed, quoted:
Structure | FBW7 activator | TEAD-YAP block | GPR151 ag | MITF inh
Cc1noc(C)c1S(=O)(=O)N1CCC(C(=O)N2CCC(C)CC2)CC1 | 0.1 | -12 | -1.1 | -13
COc1ccc(C2C(C(=O)Nc3cc(C)ccc3OC)CCC(=O)N2c2ccc(OC)cc2)cc1 (centres undefined) | -0.1 | 0 | 0.5 | -3
Cc1cccc(NC(=O)Nc2nnc(CCSCCc3nnc(NC(=O)Nc4cccc(C)c4)s3)s2)c1 | 0.0 | -6 | -0.1 | 5
COc1cccc(C(C(=O)NC(C)(C)C)N(C(=O)c2csnn2)c2ccccc2C)c1 (centres undefined) | -0.2 | -7 | 0.5 | 5
Cc1ccc(C2=N/C(=C\c3ccccc3Cl)C(=O)O2)cc1C | 0.3 | 3 | 1.9 | -5
Cc1c(OCC(=O)OC(C)C)ccc2c3c(c(=O)oc12)CCC3 | -0.1 | 4 | 1.0 | 5
COc1ccc(CNC(=O)CN2CCC(C(=O)c3ccc4c(c3)OCCO4)CC2)cc1 | -0.1 | 2 | -0.4 | 3
Cc1ccc(C(=O)N/N=C\c2ccc(OC(=O)c3cccs3)cc2)cn1 | 0.1 | -5 | 1.0 | -6
COc1ccc(NC(=O)CSc2cn(CC(=O)N3CCCCC3)c3ccccc23)cc1 | 0.0 | -4 | -0.6 | -11
CCOc1ccc(-c2oc3ccccc3c(=O)c2O)cc1 | -0.1 | -24 | -0.5 | -19
O=C1c2ccccc2C(=O)c2cc(S(=O)(=O)N3CCCC3)ccc21 | -0.1 | -6 | -0.8 | -1
CCCn1cnc2sc(C(=O)Nc3cc(C(=O)OC)cc(C(=O)OC)c3)c(C)c2c1=O | 0.1 | -4 | 1.0 | 19
CCOC(=O)c1c(NC(=O)C2C3C=CC(C3)C2C(=O)O)sc2c1CCC2 (centres undefined) | 0.0 | 19 | -0.7 | 1
O=C(NC(=S)Nc1cccc(-c2nc3ccccc3o2)c1)c1ccc(C(=O)c2ccccc2)cc1 | 0.1 | -8 | 0.7 | 11
Cc1ccc(C)c(Cn2c(CCNC(=O)CCC(C)O)nc3ccccc32)c1 (centres undefined) | -0.4 | 0 | 0.7 | 1
Cc1ccc2n1CCn1cc(-c3ccccc3)cc1-2 | -0.1 | 9 | -0.9 | 11
N#C/C(=C\c1ccc(O)cc1)C(=O)NC1CCCCC1 | 0.1 | 7 | -0.7 | 15

# Other entries.
Structure | FBW7 activator | TEAD-YAP block | GPR151 ag | MITF inh
CCc1nc2sccn2c(=O)c1C(=O)N(C)CC(=O)N(C)C | -0.4 | 2 | -0.2 | 0
COC(=O)c1c(OCc2ccc(F)cc2)cc(=O)n2c1CCN(Cc1ccsc1)CC2 | 0.1 | -5 | 3.3 | -1
Cc1nn(-c2ccccc2)c(C)c1N1CCN(C(=O)c2cc3ccccc3oc2=O)CC1 | 0.0 | 1 | 0.2 | 13
COc1ccc(NC(=O)CN2CCN(S(=O)(=O)c3cc(Cl)ccc3OC)CC2)cc1Cl | -0.1 | 19 | 1.6 | -1

# In the list so far, these have a CF3 group.
Structure | FBW7 activator | TEAD-YAP block | GPR151 ag | MITF inh
FC(F)(F)c1ccc(Cn2cnc3c(NCc4ccccc4)nc(Nc4nccc5ccccc45)nc32)cc1 | -0.1 | -1 | 2.9 | -12
CC1CCN(S(=O)(=O)c2cc(C(=O)Nc3cccc(C(F)(F)F)c3)ccc2F)CC1 | 0.0 | -12 | -0.5 | -5

# Source: PubChem BioAssay
